# SUMO1 PPI mod: alters human SUMO1 binding to SIM partners; inhibition, % at 20 µM; 360,000 compounds, 0.33% hits; SUMO1 binding to a labelled peptide, TR-FRET, 1 h; in the data active means inhibition above about 37%
# Target sequence (P63165 whole entry, looked up): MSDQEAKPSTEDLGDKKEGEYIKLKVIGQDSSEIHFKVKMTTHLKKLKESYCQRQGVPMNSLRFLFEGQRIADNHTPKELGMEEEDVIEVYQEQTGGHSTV
# MsrA inhibitor: inhibits bovine methionine sulfoxide reductase A; 360,000 compounds, 0.75% hits; inhibition, % at 15.5 µM; purified bovine MsrA, absorbance read-out; AID 651718; in the data active means inhibition above about 4.5%;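 further: 0% = vehicle wells with enzyme and 100% = reference inhibitor wells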
# Scp1 inh: blocks human Scp-1 phosphatase activity; Q9GZU7; Recombinant Scp1, phosphopeptide, malachite green phosphate absorbance; inhibition, % at 20 µM; 340,000 compounds, 0.88% hits; AID 493091;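 active means inhibition above about 50% at 20 µM, limit read from the data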;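 further: plate controls were DMSO wells with enzyme for no effect and wells lacking enzyme for full effect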
#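 System: SCP-1 catalytic domain; Reagent: Phospho 17-mer peptide substrate; Doses: one concentration, 20 µM, with 1.0% DMSO; Incubation: 45 min room-temperature reaction, 5 min colour, 30 min stabiliser; Signal: Phosphate-binding colour reagent, absorbance read at 630 nm.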
# CSN deneddyl inh: blocks human CSN-mediated cullin deneddylation. 360,000 compounds, 0.38% hits. inhibition, % at 12.5 µM. Purified CSN, SCF-Nedd8-OG deneddylation, fluorescence polarization;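 active means pattern-corrected inhibition above about 35%, with an unprinted fluorescence ratio check between 0.5 and 1.5, limit read from the data, passing the limit was not always enough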;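 further: 0% = enzyme with substrate and 100% = substrate without enzyme; some results filed as inactive read as strong as hits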
# Target sequence (Q92905 whole entry, looked up, one chain of several): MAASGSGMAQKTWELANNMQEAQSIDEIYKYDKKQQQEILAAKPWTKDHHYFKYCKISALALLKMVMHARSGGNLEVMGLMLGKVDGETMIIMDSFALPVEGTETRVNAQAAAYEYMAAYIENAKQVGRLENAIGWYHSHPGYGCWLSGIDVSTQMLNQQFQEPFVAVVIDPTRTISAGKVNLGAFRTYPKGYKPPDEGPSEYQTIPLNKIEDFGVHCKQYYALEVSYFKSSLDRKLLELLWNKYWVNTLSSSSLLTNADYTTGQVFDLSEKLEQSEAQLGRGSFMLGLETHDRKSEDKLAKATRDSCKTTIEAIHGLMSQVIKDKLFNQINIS
#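 assay system = purified human Csn5 enzyme expressed in HEK293T cells | amount = 0.24 nM enzyme | buffer or medium = Tris/NaCl/DTT buffer, pH 7.5 | reagent = 10 nM SCFSkp2-Nedd8OG | compound = one concentration, 12.5 µM, 0.25% DMSO | times = 90 min reaction at room temperature | signal = FP | read-out basis = % inhibition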
# Rpn11 block: Rpn11 (human) deubiquitinase inhibition; AID 588493; 360,000 compounds, 0.59% hits; calls only at 20 µM; O00487; human 26S proteasome, Ub4-pepOG fluorescence polarization; 20S core pre-blocked with epoxomicin;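 active means inhibition at 20 µM, scaled to each plate's controls, above about 33%, limit read from the data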
# NadD block: blocks S. aureus nicotinate mononucleotide adenylyltransferase | purified NadD enzyme, colorimetric absorbance read-out | AID 602399 | 360,000 compounds, 0.78% hits | inhibition, % at 20 µM; in the data active means inhibition above about 26%; further: some compounds past the cut are filed as inactive
# LMPTP block: blocks human LMPTP phosphatase; recombinant LMPTP-A, OMFP fluorogenic substrate, fluorescence intensity; AID 651560; P24666; 360,000 compounds, 0.22% hits; inhibition, % at 20 µM;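 active means compounds that cut the enzyme signal by at least half of the control window in the single-dose screen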;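 further: plate controls were DMSO wells with enzyme plus substrate for no effect and substrate without enzyme for full effect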
#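 Test system: LMPTP-A phosphatase enzyme. Amount: LMPTP-A at 0.625 nM final in the reaction. Reagent: OMFP substrate, 400 µM final. Times: 50 min at room temperature. Signal: endpoint fluorescence intensity from OMFP dephosphorylation. Read-out basis: % inhibition. Benchmarks: no-enzyme and uninhibited controls.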
# STEP inh: blocks human striatal-enriched tyrosine phosphatase; P54829; recombinant STEP, OMFP fluorogenic substrate, fluorescence; inhibition, % at 20 µM; 360,000 compounds, 0.25% hits; AID 588621;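 active means inhibition at 20 µM, scaled per plate between control wells, above about 37%, limit read from the data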;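 further: 0% = DMSO with enzyme and substrate and 100% = substrate only without enzyme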
# Target sequence (P54829 whole entry, looked up): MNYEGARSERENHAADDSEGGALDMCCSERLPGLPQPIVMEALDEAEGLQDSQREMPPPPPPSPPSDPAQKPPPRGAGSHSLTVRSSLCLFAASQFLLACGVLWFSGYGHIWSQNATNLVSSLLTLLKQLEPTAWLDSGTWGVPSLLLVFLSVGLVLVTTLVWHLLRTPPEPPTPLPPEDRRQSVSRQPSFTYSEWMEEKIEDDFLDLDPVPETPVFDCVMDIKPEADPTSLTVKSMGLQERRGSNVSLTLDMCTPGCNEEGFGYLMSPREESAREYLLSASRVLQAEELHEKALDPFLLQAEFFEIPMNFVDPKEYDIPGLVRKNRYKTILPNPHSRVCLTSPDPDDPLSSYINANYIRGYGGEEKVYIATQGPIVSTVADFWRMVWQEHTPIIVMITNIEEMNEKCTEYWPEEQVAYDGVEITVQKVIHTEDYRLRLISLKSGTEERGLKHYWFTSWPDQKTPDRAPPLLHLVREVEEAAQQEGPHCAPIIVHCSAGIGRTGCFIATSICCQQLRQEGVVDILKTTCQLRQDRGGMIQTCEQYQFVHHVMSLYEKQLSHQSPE
#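 Material: STEP (striatal-enriched tyrosine phosphatase) enzyme, cell-free | Medium: 50 mM Bis-Tris pH 6.0 with 2.5 mM DTT and 0.005% Tween 20 | Read-out: Percent inhibition scaled to no-enzyme and uninhibited-enzyme controls, plate-pattern corrected | Signal: Fluorescence read at 480 nm ex / 540 nm em | Times: 20 min reaction, room temperature, in the dark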
# TbMetRS inhib: Trypanosoma brucei MetRS inhibition. 360,000 compounds, 0.4% hits. inhibition, % at 11.9 µM. purified T. brucei MetRS, ATP depletion, Kinase-Glo luminescence. AID 624268;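 active means inhibition above a per-plate cutoff of the control wells' mean inhibition plus 3 SD, cut at about 5.5% in these data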;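 further: 0% = DMSO wells median and 100% = median of wells with control inhibitor compound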
#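 technique = Kinase-Glo luminescence, ATP depletion format | system = purified MetRS (methionyl-tRNA synthetase) enzyme from Trypanosoma brucei | timing = 15 min preincubation, 2 h reaction, all 25 °C | evaluation = percent inhibition versus plate control medians | dosing = single dose, 11.9 µM final nominal, 0.9% final DMSO | also added = substrates ATP, L-methionine and bulk Escherichia coli tRNA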
# DNMT1 inh: inhibitors of human DNMT1. P26358. DNMT1 molecular beacon, Hinp1I cleavage, fluorescence. inhibition (reported as % activation of signal), % at 10 µM. 360,000 compounds, 0.83% hits; in the data active means inhibition above about 50%
# The depositor's hits bear a star; i = inactive; · = no result given. Not a hit list; any-hit rate near 3.9%.
entry	SMILES	SUMO1 PPI mod	DNMT1 inh	TbMetRS inhib	NadD block	MsrA inhibitor	STEP inh	CSN deneddyl inh	Scp1 inh	LMPTP block	Rpn11 block
1	CC1=CC(c2ccccc2)n2nc(N)nc2N1 (centres undefined)	1	-1	-0.1	-1	0.8	0	2	1	-0.5	i
2	Cc1cccc(CSc2nc3nc(C)cc(C)n3n2)c1	3	0	-0.5	0	-1.3	1	-1	-13	-0.7	i
3	CCCCc1nc2cc(C(=O)N3CCCCC3COC)ccc2o1 (centres undefined)	2	1	0.1	-5	-1.4	-2	5	-2	-0.9	i
4	C=C1C(C(=O)Nc2cccc(OC)c2)C1C(=O)Nc1cccc(OC)c1 (centres undefined)	5	-3	0.3	-4	-0.9	0	5	-7	0.8	i
5	Cc1cc(C(F)(F)F)nn1Cc1n[nH]c(=S)n1-c1ccc(Cl)cc1	1	-3	-0.5	3	0.2	-1	0	-11	-1.9	i
6	CCC(C(=O)Nc1nc(C)c(C(=O)OC)s1)c1ccccc1 (centres undefined)	-1	3	-0.9	-12	0.2	-1	0	-9	1.5	i
7	CCc1ccc(-c2csc(NC(=O)Oc3ccccc3)n2)cc1	-2	13	0.4	12	-0.5	-1	-2	2	-1.4	i
8	Cc1cc(C)nc(NS(=O)(=O)c2ccc(NC(=O)c3ccco3)cc2)n1	2	5	-1.1	1	-0.3	2	-8	-10	-2.0	i
9	COc1cc(CCC(=O)OCC(=O)Nc2ncc(Cl)cc2Cl)cc(OC)c1OC	10	0	0.7	0	-0.5	5	0	-2	-1.1	i
10	COc1cccc(C2C(C#N)=C(N)N(N(C)C)C3=C2C(=O)CC(C)(C)C3)c1 (centres undefined)	-3	0	-0.8	-3	1.4	1	-4	-9	-0.7	i
11	Cc1cc(=O)n(C2CCS(=O)(=O)C2)[nH]1 (centres undefined)	0	-14	1.0	1	0.8	-2	3	-4	-1.0	i
12	COc1ccc(NC(=O)CN2CCN(C(=S)NC3CCCC3)CC2)cc1	2	-1	0.1	2	-0.7	0	18	-9	-2.8	i
13	CC(=O)N1CC=CC1(CC(C)C)C(=O)NCc1cc(F)cc(C(F)(F)F)c1 (centres undefined)	0	-3	-0.1	1	0.4	-1	2	-6	0.7	i
14	O=C(Cn1cc(Br)ccc1=O)Nc1ccc2c(c1)OCO2	0	2	-0.3	-1	0.0	0	-3	-10	-1.9	i
15	CC1CCCCN1CC(O)COCCC12CC3CC(CC(C3)C1)C2 (centres undefined)	4	3	-0.9	-13	-0.1	0	-1	1	-1.6	i
16	CC12CCC(=O)C=C1CCC1C2C(O)CC2(C)C1CCC2(O)C(=O)CO (centres undefined)	2	2	-1.1	-4	-0.7	2	1	11	-0.1	i
17	CC(C)(C)C(=O)N1CCN(c2ccc3c(c2)C2CC3CCN2C(=O)OCc2ccccc2)CC1 (centres undefined)	7	2	-0.2	-2	-1.0	2	-1	·	1.8	i
18	Cc1ccc(NC(=S)N2CCCC(c3nc4ccc(C)cc4[nH]3)C2)c(C)c1 (centres undefined)	1	-3	0.2	1	-0.6	2	7	7	0.4	i
19	O=C(CCN1CCN(Cc2ccccc2)CC1)NNC(=O)Nc1cccc(Cl)c1	6	3	-0.4	-6	-0.3	-3	1	0	-1.4	i
20	CCOC(=O)c1c(NC(=O)c2cccnc2)sc(C)c1C	-5	-4	-0.3	-3	0.4	4	4	-2	2.2	i
21	c1ccc(-c2nnc3nc(N4CCCCC4)nc(N4CCCCC4)n23)cc1	9	-2	0.1	8	-1.2	4	-3	7	8.3	i
22	COC(=O)c1ccc2cc(OC)c(OC)cc2c1	0	3	-0.1	-10	3.6	2	-3	·	0.3	i
23	O=S(=O)(/N=C(/Nc1ccccn1)c1ccc(Cl)cc1)c1ccc(Cl)cc1	0	1	0.1	2	0.9	-4	-10	-5	0.4	i
24	CC(C)N(CCCNC(=O)Cn1c(=O)c2cccn2c2ccccc21)Cc1ccccc1	-3	3	-0.1	-1	0.6	0	2	-3	-0.3	i
25	COc1ccc(NS(=O)(=O)c2cc3c(cc2C)N(C)CCO3)c(OC)c1	2	6	0.2	1	0.1	2	1	-9	0.6	i
26	O=C(COC(=O)c1cccnc1)Nc1cccc2ccccc12	-6	-2	-1.0	1	0.0	-3	1	-5	0.1	i
27	CCCCNC(=O)C1c2ccccc2OCC(=O)N1CCc1c[nH]c2ccccc12 (centres undefined)	0	·	-0.3	1	0.2	·	1	·	-3.2	·
28	CC(=O)Nc1ccc(NC(=O)CN(C)CC(=O)Nc2ccccc2Br)cc1	17	1	0.7	-3	0.0	-3	-1	-9	-1.5	i
29	O=C(Cn1cnc2ccccc2c1=O)NNC(=O)c1cccc([N+](=O)[O-])c1	-28	2	-0.1	-5	1.7	1	2	-2	-0.6	i
30	COCCN(C(=O)CCC(=O)Nc1nccs1)C(C(=O)NC(C)(C)C)c1ccc(C)cc1 (centres undefined)	2	1	0.4	4	0.2	-3	0	-2	-0.9	i
31	CC1CN(C(=O)c2cccc(C(=O)N3CC(C)OC(C)C3)c2)CC(C)O1 (centres undefined)	-5	2	-1.5	4	0.2	-3	-3	-3	-1.6	i
32	Cc1cc(=O)n(-c2ccc(C(=O)O)cc2)[nH]1	2	-4	1.2	9	1.7	0	3	2	-0.4	i
33	CCOC(=O)C1CCN(S(=O)(=O)c2ccc(NC(C)=O)c(Cl)c2)CC1	4	3	-0.4	-3	-0.7	1	-1	2	-0.7	i
34	COc1ccccc1NC(CC(=O)c1ccccc1)C(=O)OCC(=O)c1ccc(C)c(C)c1 (centres undefined)	-1	-3	-0.3	-3	0.9	0	7	-30	4.4	i
35	N#C/C(=C(/O)c1ccc(Br)s1)c1nc2ccccc2[nH]1	-3	9	0.1	3	0.1	3	2	-2	-0.3	i
36	Cc1cc(C(=O)COC(=O)c2ccc(Br)o2)c(C)n1C	-2	-4	0.0	-8	0.7	3	-1	1	-0.2	i
37	CC1CCCC(n2cnc3cc(C(=O)O)ccc32)C1C (centres undefined)	2	1	-0.7	-1	0.2	13	-7	-4	-1.9	i
38	CSc1nsc(SCC(=O)Nc2c(C)n(C)n(-c3ccccc3)c2=O)n1	-2	-1	0.8	3	0.1	0	2	-8	0.6	i
39	CCOc1ccc(NC(=O)C2CCN(S(=O)(=O)c3c(C)n[nH]c3C)CC2)cc1	-1	-1	-0.7	1	0.1	-5	-7	-8	-1.5	i
40	Cc1cccc(N2CCN(C3=NC(=O)C(Cc4ccccc4)S3)CC2)c1 (centres undefined)	0	-2	-0.7	-3	0.0	-2	-10	-6	-0.4	i
41	CC(C)CC(C(=O)Oc1ccc2c3c(c(=O)oc2c1)CCC3)N1C(=O)c2ccccc2C1=O (centres undefined)	-1	21	0.3	7	-0.4	2	3	-21	1.1	i
42	Cc1ccccc1CCNC(=O)C1CCN(S(=O)(=O)c2ccc(-n3cnnn3)cc2)CC1	-2	-1	-0.2	-7	0.6	-1	-1	-2	-2.0	i
43	COc1ccc(S(=O)(=O)N2CCOCC2)cc1NC(=O)C1CCCCN1S(=O)(=O)c1ccccc1 (centres undefined)	3	-6	0.0	-1	0.2	2	4	-14	1.1	i
44	Cc1ccc(CCSc2ccc(C(C)C)cc2)cn1	-2	6	-0.4	4	-0.2	1	-2	-2	1.4	i
45	Cc1cc2cc3c(cc2nc1SCc1ccccn1)OCCO3	-8	-6	0.4	-4	0.4	-1	-7	-3	2.4	i
46	CCOC(=O)C1(Cc2ccc(Cl)cc2)CCN(C(=O)c2cnc(C)cn2)CC1	0	-1	-0.2	2	0.3	0	-6	-7	-0.2	i
47	COc1ccc(NC(=O)CSc2nnc(C)s2)cc1S(=O)(=O)N1CCOCC1	1	-1	-0.1	3	0.4	0	3	0	0.6	i
48	O=C(COC(=O)[C@H](Cc1c[nH]c2ccccc12)NC(=O)c1cccs1)NCc1ccccc1	1	-9	-0.7	-2	-1.4	-2	2	-5	0.0	i
49	CCN1C[C@@H]2[C@@H]3C(=O)N(C)C(=O)[C@@H]3[C@](CC)(C1=O)N2C(=O)c1ccc(F)cc1	3	1	-0.2	-7	-0.2	0	-4	-3	-2.0	i
50	Cc1ccc(Cl)cc1NC(=S)N(CCCN1CCOCC1)Cc1ccccn1	-5	1	-0.8	2	-0.3	-1	1	1	-4.7	i
51	Cc1ccc(NC(=O)CSc2nnc(CNC(=O)c3c(F)cccc3Cl)o2)cc1	-2	-2	-0.4	1	0.1	-3	0	-1	-0.8	i
52	CCN(CC)c1ccc(/C=N/NC(=O)CNC(=O)c2ccc3c(c2)OCCO3)cc1	-19	-1	-0.1	1	4.3	-2	1	-7	0.1	i
53	O=C(COc1ccc(S(=O)(=O)N2CCOCC2)cc1Cl)NC1CC1	5	2	0.1	-17	-1.5	-4	4	-5	-0.3	i
54	CCOC(=O)N1CCC(NC(=O)C2CCN(S(=O)(=O)c3ccc4c(c3)oc(=O)n4C)CC2)CC1	-2	-5	0.0	-2	0.1	-1	4	-5	-0.1	i
55	Cc1ccc(NC(=O)CSc2nn3c(=O)c(C)nnc3s2)cc1Cl	2	3	-0.4	-6	1.5	0	4	0	-1.3	i

# Grouped by structure: those above containing a tert-butyl group.
entry	SMILES	SUMO1 PPI mod	DNMT1 inh	TbMetRS inhib	NadD block	MsrA inhibitor	STEP inh	CSN deneddyl inh	Scp1 inh	LMPTP block	Rpn11 block
17	CC(C)(C)C(=O)N1CCN(c2ccc3c(c2)C2CC3CCN2C(=O)OCc2ccccc2)CC1 (centres undefined)	7	2	-0.2	-2	-1.0	2	-1	·	1.8	i
30	COCCN(C(=O)CCC(=O)Nc1nccs1)C(C(=O)NC(C)(C)C)c1ccc(C)cc1 (centres undefined)	2	1	0.4	4	0.2	-3	0	-2	-0.9	i

# Part of the list above, set out differently.
[46] CCOC(=O)C1(Cc2ccc(Cl)cc2)CCN(C(=O)c2cnc(C)cn2)CC1
[47] COc1ccc(NC(=O)CSc2nnc(C)s2)cc1S(=O)(=O)N1CCOCC1
[48] O=C(COC(=O)[C@H](Cc1c[nH]c2ccccc12)NC(=O)c1cccs1)NCc1ccccc1
Assay by compound,46,47,48
SUMO1 PPI mod,0,1,1
DNMT1 inh,-1,-1,-9
TbMetRS inhib,-0.2,-0.1,-0.7
NadD block,2,3,-2
MsrA inhibitor,0.3,0.4,-1.4
STEP inh,0,0,-2
CSN deneddyl inh,-6,3,2
Scp1 inh,-7,0,-5
LMPTP block,-0.2,0.6,0.0
Rpn11 block,i,i,i

# Source: PubChem BioAssay (several laboratories)
